Source: PubChem BioAssay (several laboratories)
XIAP antagonists – XIAP antagonists, biochemical, IAP family, fluorescence polarization (AID 1018); E3 ubiquitin-protein ligase XIAP (Homo sapiens); XIAP BIR domain, fluorescence polarization peptide displacement; higher % means a stronger effect; displacement, % at 20 µM, or IC50 in µM where a hit was titrated; 200,000 compounds, 0.007% hits; in the data active = displacement above about 50%; also: a part of the inactive calls stands beside numbers as strong as those of hits
Dynein cargo inh – inhibitors of GR-EGFP nuclear translocation, primary screen, dynein cargo transport inhibitor project, imaging, high-content, 3617.4 mouse cells. test concentration mostly 20 µM; stimulated with dexamethasone, 1 µM; hits give low values. z-score, hits read low. 220,000 compounds, 0.47% hits. AID 1381, 2008;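 active = plate z-score of nuclear minus cytoplasmic receptor signal below a set negative limit, without overly bright fluorescence or cell loss, cut at about -3.5 in these data, passing the limit was not always enough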;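 also: z-score of nuclear minus cytoplasmic ring GR-EGFP intensity difference per well; some compounds called inactive have numbers as strong as hits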
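Medium: Induction medium lacking tetracycline, stripped serum | Probe or stimulus: 1.0 µM final dexamethasone stimulus | Schedule: 48 h induction, then 1 h compound, then 30 min agonist, 37 °C | Signal: Automated 10x imaging of fixed Hoechst-stained cells | Evaluation: Per-cell GR-EGFP intensity, nucleus versus surrounding cytoplasmic ring, well-averaged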
ER stress rescue – rescue of cells from ER stress-induced death, primary screen, 384-well, CSM14.1, thapsigargin, ATP luminescence (AID 1222). CSM14.1 thapsigargin-induced death rescue, ATP luminescence; higher % means a stronger effect. cellular ATP content (survival), % at 20 µM, or EC50 in µM where a hit was titrated. 190,000 tested, under 10 active;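 active = EC50 below 50 µM in the dose-response confirmation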;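 also: death triggered by thapsigargin at about 15 µM added after 2 h compound pretreatment; cell ATP read after overnight thapsigargin exposure of roughly 18 to 22 hours; normalized against plate controls of thapsigargin alone and 5% DMSO vehicle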
b-catenin transl – modulators of beta-catenin nuclear translocation, primary screen, imaging, HeLa cells, immunofluorescence, high-content. AID 1665, 2009. 190,000 compounds, 0.3% hits. nuclear translocation activity, % at 5 µM;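 active = nuclear translocation activity above 50% at 5 µM, with a well cell count of 50 or more; inconclusive = wells under 50 cells across six images, flagged as toxic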;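 also: per-cell ratio of nuclear to cytoplasmic median beta-catenin stain intensity; plate controls were DMSO negative control for no effect and GSK-3 inhibitor IX positive control for full effect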
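Test system: human HeLa cell line; Doses: 5 µM primary, 0.02–20 µM confirmation; Incubation: 24 h compound exposure, 37°C; Detection: beta-catenin immunofluorescence imaging with DAPI; Read-out: beta-catenin nuclear/cytoplasmic ratio, % activation.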
Lipid droplet – inhibitors of hepatocyte lipid droplet formation, primary screen, imaging, high-throughput imaging, BODIPY stain | inhibition, % at 6.5 µM | 240,000 compounds, 0.4% hits | AML12 mouse hepatocytes, oleate lipid droplets;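 active = lipid droplet intensity inhibited by at least 50%, with more than 500 cells counted; inconclusive = wells with under 300 cells, treated as cytotoxic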
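material = mouse AML12 hepatocyte cell line, fixed after treatment | also added = 100 µM oleic acid challenge | doses = compound at 6.5 µM only | schedule = overnight exposure | technique = Image-based BODIPY and DAPI two-channel analysis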
Ins promoter up – insulin promoter activators in MIN6 cells, imaging, high-content screening, mouse beta cells; MIN6 insulin promoter-GFP reporter; hits give high values; z-score at 5 µM; 190,000 compounds, 0.3% hits;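 active = z-score above 3 at 5 µM with at least 500 cells counted in the well; inconclusive = wells under 500 cells, flagged as cytotoxic or low count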
WT yeast gro inh – growth inhibition of WT strain, primary screen, mitochondrial fusion inhibitor project, WT and mutant strains, chemical genetic; inhibition, % at 10 µM; AID 1362, 2008; 190,000 compounds, 2.1% hits; mitochondrial fusion phenotypic screen; in the data active = inhibition above about 58%; tested in S. cerevisiae
MT stabilizer – microtubule stabilizers in HeLa cells, primary screen, imaging, high-content imaging; HeLa tubulin immunostaining HCS, 24 h; share of cells brighter than vehicle mean+2SD; % tubulin-high responders, % at 10 µM; 200,000 compounds, 0.83% hits;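 active = plate Z-score above 3 for both tubulin-high and condensed-nucleus cell shares, with cell loss under 80%, at 10 µM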;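 also: anti alpha tubulin signal scored within the nucleus-defined area of each cell; some results filed as inactive read as strong as hits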
Autophagy mod – autophagy modulators in MEF cells, primary screen, imaging, high-content, MEF GFP-LC3; MEF GFP-LC3 puncta imaging; test concentration mostly 10 µM; calls only at 10 µM (by protocol); 190,000 compounds, 0.98% hits; AID 463193, 2010;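 active = percentage of spot-positive cells more than 3 SD above its plate mean, without a fluorescence outlier flag or 80% toxicity; inconclusive = no clear call, values can overlap the other calls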;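 also: spot-positive cell cutoff set from DMSO-treated cells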
WT yeast gro inh mutant strain – recorded beside WT yeast gro inh, whose call it bears; inhibition, %; mitochondrial fusion phenotypic screen, mutant strain inhibition
Dynein cargo inh cytoplasmic EGFP – second read-out of Dynein cargo inh, no call of its own (marks repeat the call); z-score; measured here: cytoplasmic GR-EGFP intensity; hits give high values
Dynein cargo inh nuclear GR-EGFP – second read-out of Dynein cargo inh, no call of its own (marks repeat the call); z-score; measured here: nuclear GR-EGFP intensity;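 lower value marks the stronger effect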
Dynein cargo inh cell count – recorded beside Dynein cargo inh, whose call it bears; z-score; measured here: cell count per field
Ins promoter up cell count – second read-out of Ins promoter up, no call of its own (marks repeat the call); cell count; measured here: cytotoxicity, nuclei count;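 total cells summed across four imaged fields per well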
Lipid droplet cells 6.5 µM – further read-out of Lipid droplet, marked with its call; cell count; measured here: cell count, cytotoxicity flag;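 cells counted across two imaged fields per well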
b-catenin transl cell count 5 µM – further read-out of b-catenin transl, marked with its call; cell count; measured here: cell count, cytotoxicity flag
MT stabilizer Hoechst-high % – recorded beside MT stabilizer, whose call it bears; % Hoechst-high responders; measured here: nuclear condensation Hoechst responders;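 share of cells brighter than vehicle mean plus two SD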
MT stabilizer cytotoxicity % – further read-out of MT stabilizer, marked with its call; toxicity, %; measured here: cytotoxicity by cell density;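 0% = mean cell density of plate MIN control wells and 100% = no cells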
Autophagy mod cell loss 18 h – also measured in Autophagy mod; calls as there; toxicity, %; measured here: cell loss, nuclei count;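 cell loss after 18 h compound exposure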
Active calls of the source: *; i = inactive; ? = inconclusive; nt = no result given; + = active, no number.

SMILES	XIAP antagonists	Dynein cargo inh	Dynein cargo inh cytoplasmic EGFP	Dynein cargo inh nuclear GR-EGFP	Dynein cargo inh cell count	ER stress rescue	b-catenin transl	b-catenin transl cell count 5 µM	Lipid droplet	Lipid droplet cells 6.5 µM	Ins promoter up	Ins promoter up cell count	WT yeast gro inh	WT yeast gro inh mutant strain	MT stabilizer	MT stabilizer Hoechst-high %	MT stabilizer cytotoxicity %	Autophagy mod	Autophagy mod cell loss 18 h
COc1ccc(CCNC(=S)NCCc2ccc(OC)c(OC)c2)cc1OC	nt	0.0633	-0.2	0.0587	-0.194	nt	-1.0	1261	6.5	666	0.01	1050	nt	nt	nt	nt	nt	nt	nt
Cc1ccc(S(=O)(=O)NCCOc2nc(N(C)C)nc(N(C)C)n2)cc1	nt	-0.655	-0.212	-0.36	0.596	nt	-0.6	1323	-2.1	699	-0.02	1454	nt	nt	nt	nt	nt	nt	nt
CCC(C)(c1nnnn1-c1c(C)cccc1C)N(N=O)c1ccccc1Cl (stereo not drawn)	-10.2%	-0.77	-0.11	-0.626	-0.964	1.8%	-0.7	1082	-28.1	561	-0.57	1461	10.1	-4.5	6.7	1.7	0.6	i	-45.1
CCn1c(SCC(=O)Nc2nonc2C)nnc1-c1ccoc1C	-4.0%	-0.819	-0.185	-0.505	1.63	0.1%	-8.8	1051	nt	nt	0.46	1245	0.7	-0.4	1.9	1.4	4.0	i	1.2
COc1ccc(CN2CCN(C(=O)C3CC(=O)N(C4CCCCCC4)C3)CC2)c(OC)c1OC (stereo not drawn)	-0.5%	-0.764	-0.0868	-0.419	0.692	-0.9%	1.3	1350	nt	nt	?	nt	-2.1	27.7	3.4	2.4	7.6	i	3.1
Cc1[nH]c2ccc(-c3nnc(SCC(=O)N4CCCc5ccccc54)o3)cc2c1C	-8.3%	3.82	0.305	1.73	-1.56	-0.6%	-1.1	662	nt	nt	-1.23	803	-3.6	-13.0	4.7	2.6	5.6	i	-4.4
CCc1ccc(NC(=O)C(C)Nc2ccc(S(=O)(=O)NC(C)=O)cc2)cc1 (stereo not drawn)	-14.6%	-0.571	-0.0411	0.118	-0.945	-0.1%	0.6	1121	nt	nt	-0.64	943	-4.5	-3.9	3.6	2.5	12.4	i	-19.3
Cn1cccc1Cc1nnc(SCC(=O)NCC2CCCO2)n1CCc1ccccc1 (stereo not drawn)	-13.5%	-0.416	-0.128	0.0174	0.727	1.5%	-2.2	1404	nt	nt	-0.29	1486	-18.6	-77.6	3.8	3.6	9.1	i	-5.8
FC(F)(F)c1ccc(Cl)c(NC(=S)N/N=C/c2ccccc2Cl)c1	nt	0.102	-0.224	-0.00818	0.317	nt	4.8	1218	30.1	706	-2.38	818	nt	nt	nt	nt	nt	nt	nt
Cc1cccc(OCc2nnc(N)s2)c1	-7.9%	-0.573	-0.288	-0.237	-0.0885	2.7%	0.1	1216	13.2	759	0.16	1292	1.8	-7.9	2.5	3.1	16.9	i	4.2
COc1cc(C2CC(=O)OC3=C2C(=O)CC(C)(C)C3)cc(OC)c1OC (stereo not drawn)	-4.2%	-0.251	-0.263	-0.0887	-0.222	0.6%	-2.6	1019	-2.3	669	-0.59	1251	-8.0	-7.4	2.2	1.6	7.6	i	22.2
CCOC(=O)CN1C(=O)C(O)(C2CCc3ccccc3C2=O)c2ccccc21 (stereo not drawn)	-1.9%	0.0493	-0.216	0.431	0.302	2.8%	2.3	1134	-16.0	785	-0.39	1121	19.3	4.9	2.5	1.7	6.0	i	-2.4
CCCc1cc2c(cc1NC(=O)c1ccc(Br)cc1)OCO2	-4.2%	-0.238	-0.218	0.494	0.915	-0.7%	-2.9	1334	nt	nt	-0.81	1561	-9.1	-10.0	3.5	2.9	7.6	i	-21.0
O=C(O)C(Cc1ccccc1)N1C(=O)/C(=C/C=C/c2ccco2)SC1=S (stereo not drawn)	nt	-0.0718	-0.271	-0.441	1.28	nt	-3.3	1158	10.5	741	-0.42	1399	nt	nt	nt	nt	nt	nt	nt
O=c1cc(CO)[nH]cc1OCc1ccccc1	nt	0.476	-0.167	0.227	-0.203	nt	-2.8	1124	-16.0	688	0.05	1496	nt	nt	nt	nt	nt	nt	nt
CC1CN(S(=O)(=O)N(C)C)CCN1S(=O)(=O)N(C)C (stereo not drawn)	-0.8%	3.39	-0.184	1.95	-1.82	-1.6%	nt	nt	16.3	793	-0.3	912	16.0	25.3	2.6	1.9	1.3	i	-0.9
COc1cc(C)c(N)cc1C(C)C	-1.2%	-0.636	-0.305	-0.105	0.256	-2.4%	-1.0	1053	4.5	615	0.01	1803	7.4	-9.0	4.7	2.4	2.7	i	1.1
O=C(Cn1ncn2c(cc3ccccc32)c1=O)NCc1ccco1	-6.0%	-0.62	-0.177	-0.054	0.286	-0.8%	1.5	789	nt	nt	3.78*	1269*	-0.4	7.7	2.8	1.8	10.8	i	-7.9
Cc1ccc(OC(C)C(=O)N=Nc2c(O)[nH]c3ccc([N+](=O)[O-])cc23)cc1 (stereo not drawn)	-4.7%	-0.35	-0.285	-0.275	0.706	-0.4%	-1.1	1079	0.0	662	nt	nt	19.7	6.2	15.8*	9.8*	22.3*	i	-32.3
COc1ccc2cc3cc(C(=O)NCCN4CCN(Cc5ccccc5)CC4)oc3nc2c1	-3.8%	3.25	0.404	1.61	-2	-0.6%	0.5	1348	nt	nt	-0.49	1571	-8.3	8.1	2.0	1.3	8.1	+	-0.9*
C=CCOc1nc(-c2ccncc2)nc2ccccc12	-5.5%	1.54	-0.0759	1.11	-1.78	1.6%	-4.8	912	nt	nt	nt	nt	9.1	8.0	7.5	3.5	2.1	i	1.6
O=c1c2ccccc2c2ccccc2c(=O)n1Cc1ccco1	-2.1%	1.52	-0.133	1.15	-1.22	0.5%	-2.5	1189	nt	nt	0.28	1240	-9.8	0.1	3.4	2.7	2.9	i	-10.7
CC(C)c1nnc(NC(=O)CSc2ccccc2)s1	-7.0%	3.13	-0.0812	2.24	-1.46	-4.2%	0.4	1031	0.2	823	0.68	826	-22.9	-0.8	3.4	2.3	3.6	i	-3.2
O=C1CNC(=O)/C(=C/c2cccs2)N1	-12.1%	-0.402	-0.346	-0.19	-0.00933	-0.5%	-0.3	1022	-12.6	670	-0.14	1575	10.7	-7.2	2.6	1.2	3.9	i	4.3
Cc1ccnc(NC(=O)C(C)n2cc([N+](=O)[O-])cn2)c1 (stereo not drawn)	-4.5%	1.33	-0.138	0.637	-0.793	-1.3%	2.2	1086	4.1	695	0.26	1163	-2.6	-25.7	4.1	3.5	6.3	i	-4.2
SMILES	XIAP antagonists	Dynein cargo inh	Dynein cargo inh cytoplasmic EGFP	Dynein cargo inh nuclear GR-EGFP	Dynein cargo inh cell count	ER stress rescue	b-catenin transl	b-catenin transl cell count 5 µM	Lipid droplet	Lipid droplet cells 6.5 µM	Ins promoter up	Ins promoter up cell count	WT yeast gro inh	WT yeast gro inh mutant strain	MT stabilizer	MT stabilizer Hoechst-high %	MT stabilizer cytotoxicity %	Autophagy mod	Autophagy mod cell loss 18 h
O=C(Nc1nc(-c2ccc(Oc3ccccc3)cc2)cs1)C1=COCCO1	-15.4%	-0.645	-0.151	-0.437	0.231	2.8%	3.0	1097	4.1	564	1.05	1440	19.5	7.7	5.3	3.2	8.8	i	18.1
Cc1onc(-c2ccccc2Cl)c1C(=O)NCc1ccccc1	-13.8%	0.127	-0.326	0.389	0.184	-0.2%	-1.8	1146	-10.7	721	-0.33	979	6.5	17.3	1.4	1.4	5.7	i	-7.6
Cc1ccc(NC(=S)NC(NC(=O)N(C)C)C(Cl)(Cl)Cl)cc1 (stereo not drawn)	-4.9%	0.389	-0.258	0.236	0.521	-2.1%	0.1	1052	-13.7	655	0.5	1225	-6.8	16.8	1.8	2.0	7.7	i	6.4
CN(C)C(=O)c1nc(C#N)c(N(C)C)o1	-3.3%	1.23	0.000471	1.13	-0.711	0.2%	1.0	1170	nt	nt	0.66	935	6.3	4.0	5.3	1.9	6.1	i	-7.5
CC(=O)n1cc([C@@H]2C=C(C(=O)NCc3ccccc3)O[C@H](OCCCCO)C2)c2ccccc21	-5.8%	-1.05	-0.0561	-0.276	0.909	3.3%	0.3	1058	-1.7	668	-2.25	1427	11.8	5.4	4.1	2.7	9.1	i	-7.7
Cc1ccnc(NC(c2ccccn2)c2c(C)[nH]c3ccccc23)c1 (stereo not drawn)	-4.5%	-1.27	-0.00937	-0.409	0.744	2.0%	-2.6	1084	-0.3	605	0.22	1657	-5.7	4.2	3.7	2.2	1.7	i	-15.8
COc1cccc(OC)c1Oc1ccc(C(F)(F)F)cn1	-0.7%	2.01	-0.0102	1.65	-1.08	-1.5%	nt	nt	0.7	770	0.01	1306	-1.4	31.3	2.8	1.6	53.8	i	-4.0
